# Screening data as filed in PubChem.
# 14-3-3g Raf = 14-3-3 gamma protein interaction modulation. inhibition, % at 40 µM. FP, 14-3-3gamma / TMR-pS259-Raf peptide binding. 160,000 compounds, 0.19% hits. P61981; in the data active means inhibition above about 30%;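 further: 0% = protein plus tracer without compound and 100% = blank with tracer alone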
# Target sequence (P61981 whole entry, looked up): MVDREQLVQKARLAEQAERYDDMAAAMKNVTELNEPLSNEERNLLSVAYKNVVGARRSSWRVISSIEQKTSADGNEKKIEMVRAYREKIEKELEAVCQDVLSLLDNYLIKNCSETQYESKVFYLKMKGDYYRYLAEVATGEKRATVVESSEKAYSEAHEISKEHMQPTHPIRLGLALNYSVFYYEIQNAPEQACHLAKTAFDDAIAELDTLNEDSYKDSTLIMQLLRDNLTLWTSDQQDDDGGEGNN
# Numbers without * were called inactive; & = joins results of further samples.
# Start of the data: the first 5 entries, ahead of the listing:
SMILES,14-3-3g Raf
CC(C(=O)NC1CCCCC1)N1C(=O)c2ccccc2C1=O (configuration not stated),-4
COc1cccc(C(=O)N2N=C3CCCCC3C2(O)C(F)(F)F)c1 (configuration not stated),0
COc1ccccc1NC(=O)C1=C(C)Nc2nc3ccccc3n2C1c1ccc(Cl)cc1 (configuration not stated),-91
Cc1cc(NS(=O)(=O)c2ccccc2)c(C(C)C)c(Br)c1O,-7
CCC(C)NC(=O)C(NS(=O)(=O)c1ccc(C)cc1)C(C)CC (configuration not stated),-1

# The list itself, from the start:
SMILES,14-3-3g Raf
CC(C(=O)NC1CCCCC1)N1C(=O)c2ccccc2C1=O (configuration not stated),-4
COc1cccc(C(=O)N2N=C3CCCCC3C2(O)C(F)(F)F)c1 (configuration not stated),0
COc1ccccc1NC(=O)C1=C(C)Nc2nc3ccccc3n2C1c1ccc(Cl)cc1 (configuration not stated),-91
Cc1cc(NS(=O)(=O)c2ccccc2)c(C(C)C)c(Br)c1O,-7
CCC(C)NC(=O)C(NS(=O)(=O)c1ccc(C)cc1)C(C)CC (configuration not stated),-1
CCCn1c(SCC(=O)N2CCCC2)nc2c1c(=O)n(C)c(=O)n2C,0
O=C(c1ccc(S(=O)(=O)N2CCOCC2)cc1)N1CCN(c2ccccc2)CC1,-3&-4
C=CCn1c(=O)c(C(=O)Nc2ccccc2O)c(O)c2ccccc21,1
S=c1[nH]nc(-c2cccs2)n1Cc1ccc2c(c1)OCO2,-6
CCOC(=O)Cn1nc(-c2ccc(C)cc2)ccc1=O,-6&-7
O=C(NCc1ccccc1)C1CCC(CNS(=O)(=O)c2ccc(Br)s2)CC1 (configuration not stated),-5
O=C(NCCc1ccccc1)c1ccc2c(=O)n(CCc3c[nH]c4ccccc34)c(=S)[nH]c2c1,7
c1nc2sc3c(c2c2nnnn12)CCCC3,3&-2
Cc1ccc(C2C(=O)N(C3CCCC3)CC(=O)N2C2CCCCC2)cc1 (configuration not stated),5
O=C1CCC(C(=O)N(Cc2ccco2)C2(C(=O)NC3CCCCC3)CCCCC2)N1 (configuration not stated),5
c1cncc(-c2noc(-c3ccco3)n2)c1,1
CCOC(=O)c1cnc2cc(-c3ccc(C(C)(C)C)cc3)nn2c1-c1ccccc1,-3
Cc1ccccc1N1OC2C(=O)N(c3ccc(F)cc3)C(=O)C2C1c1ccccc1 (configuration not stated),15
CC(C)CCN(C(=O)Nc1ccc(Cl)cc1)C1CCN(C(C)C)CC1,-11
COc1ccc(NC(=O)COc2ccc(Cl)cc2)c(OC)c1,-10
CCCOc1ccc(-c2c(C#N)c(N)n3c(nc4ccccc43)c2C#N)cc1OC,5
CCCCCNC(=O)c1ccc2c(c1)ncn2-c1ccc(OC)cc1,-33
CC1CN(c2nc(-c3cccc([N+](=O)[O-])c3)cs2)CC(C)O1 (configuration not stated),-2
O=C(CNC(=O)Cn1cnc2c(c1=O)C1CCCCC1S2)NCC1COc2ccccc2O1 (configuration not stated),3
CCOC(=O)C1=C(C(=O)OCC)SC(=C2C(=S)C(C)(C)N(C(=O)c3ccccc3)c3cc(OC)ccc32)S1,-7

# Brought forward from above: two compounds; new compounds follow.
SMILES,14-3-3g Raf
O=C(CNC(=O)Cn1cnc2c(c1=O)C1CCCCC1S2)NCC1COc2ccccc2O1 (configuration not stated),3
CCOC(=O)C1=C(C(=O)OCC)SC(=C2C(=S)C(C)(C)N(C(=O)c3ccccc3)c3cc(OC)ccc32)S1,-7
COc1cccc(C2=NOC(C(=O)N3CCN(Cc4ccccc4)CC3)C2)c1OC (configuration not stated),1
O=C(NC1CCCCC1)C(c1cc2c(cc1[N+](=O)[O-])OCO2)N1CCN(C(=O)c2ccco2)CC1 (configuration not stated),3
CCCOCCOC(=O)c1[nH]c2c(c1C)C(=O)CC(c1cc(OC)ccc1OC)C2 (configuration not stated),-10
COc1ccc(CC(=O)Nc2ccc(-c3noc(-c4cccc([N+](=O)[O-])c4C)n3)cc2)cc1,1
O=C(Nc1ccc2c(c1)OCO2)N1CCN(C(=O)C2CCCO2)CC1 (configuration not stated),-4
CNC(=O)CN(Cc1ccc(Br)cc1)S(=O)(=O)c1ccccc1,3
O=C(c1ccc(F)cc1)N1CCCCC(Sc2ncnc3sc4c(c23)CCC4)C1=O (configuration not stated),-85
COc1ccccc1-c1nnc2sc(-c3cnccn3)nn12,-16
COc1cc(C)nc(N2CCCC(C(=O)NC3CCC(C)CC3)C2)n1 (configuration not stated),-9
CCc1ccc(-c2nc(CN3CCC(C(=O)N4CCN(c5ccccc5)CC4)CC3)c(C)o2)cc1,-4
O=C(CCn1c(=O)[nH]c2ccccc2c1=O)NCCc1ccccc1Cl,-5
CS(=O)CCC(NS(=O)(=O)c1ccccc1)C(=O)O (configuration not stated),9
O=C(C1=C(O)C(=O)N(c2nncs2)C1c1ccccc1F)c1cccs1 (configuration not stated),-2
COc1ccc(N2CCN(c3cc(N4CCN(S(=O)(=O)c5ccc(C)cc5)CC4)ccc3[N+](=O)[O-])CC2)cc1,-4
CCOc1ccc2nc(NC(=O)CCN3C(=O)C4C5C=CC(C5)C4C3=O)sc2c1 (configuration not stated),1
N#CC1=C(C2CC2)CC(c2ccccc2)C(C#N)=C1N (configuration not stated),0
Cc1sc2nc(Cc3ccccc3)nc(NC3CCCCC3)c2c1C,-6
O=C(CCN1C(=O)c2cccc([N+](=O)[O-])c2C1=O)Nc1cccc(C(F)(F)F)c1,-3
COC(=O)c1cc(NS(=O)(=O)c2cc(Br)cc3c2N(C(C)=O)C(C)C3)cc(C(=O)OC)c1 (configuration not stated),-13
CCc1ccc(N/C(=N/c2nc(C)cc(C)n2)NC(=O)c2ccccc2)cc1,1
CCOC(=O)CSc1nc(C)cc(=O)[nH]1,1
COc1ccc(N2C(=O)CCC(C(=O)N3CCN(c4ccccc4)CC3)C2c2ccc(F)cc2)cc1 (configuration not stated),-2
O=C(CN1CCN(c2ccccc2F)CC1)N1CCCc2c1c(=O)oc1ccc(O)cc21,1
O=C1NC2(CCOc3ccccc32)C(=O)N1CC(=O)N(Cc1ccccc1)C1CCS(=O)(=O)C1 (configuration not stated),-13
CCc1ccc(C2CC(c3cc(OC)c(OC)c(OC)c3)n3ncnc3N2)cc1 (configuration not stated),1
# (further entries)
SMILES,14-3-3g Raf
CCOC(=O)CN(C(=O)CSc1nnc2c(n1)[nH]c1ccccc12)c1ccccc1,-9
CCn1c(CC(C)C)nnc1Sc1c(-c2ccccc2)c2cc(Cl)ccc2[nH]c1=O,-2
Cc1ccc(CCN2CC(C(=O)NCCc3ccccc3)CC2=O)cc1 (configuration not stated),3
O=S(=O)(N=C(Nc1ccccn1)c1ccc(F)cc1)c1ccc(Cl)cc1,-11
Cc1cc(N2CCN(CCOc3ccc(Cl)cc3)CC2)n2c(nc3ccccc32)c1C#N,-91
Cc1ccnc(NC(=O)CCc2nc(-c3ccccc3F)no2)c1,0
Cc1ccc(-n2ncc3c(=O)[nH]c(SCC(=O)N4CCCc5ccccc54)nc32)cc1C,15
O=C(Nc1nncs1)c1cccc(F)c1,0
CCOc1ccc2nc(Nc3ncc4c(n3)CCCC4=O)nc(C)c2c1,-17
Cc1ccc(-c2noc(CCCC(=O)N3CCOCC3)n2)cc1,-5
Cc1ccc(N2CCN(C(=O)c3ccccc3)CC2)c(C)c1,-6
CCCCNC(=O)Cn1cnc2scc(-c3ccccc3)c2c1=O,-5
COc1ccc(C(=O)Nc2c3c(nc4c2CCC4)CCCC3)cc1OC,-4
O=C(Oc1ccc(C=Nc2ccccc2Cl)cc1[N+](=O)[O-])c1ccccc1,1
CCOC(=O)C1CCN(C(=O)COc2ccc(Br)cc2)CC1,1
Cc1cccc2sc(=NC(=O)c3ccc(S(=O)(=O)N4CCOCC4)cc3)n(C)c12,6
O=c1c(-c2ccc3c(c2)OCCO3)coc2cc(O)cc(O)c12,-6
COc1ccc(NC(=O)C2CCN(c3cc(-c4ccccc4)nc4ncnn34)CC2)cc1OC,3
O=C(Nc1ccccc1N1CCCC1)c1ccc(Br)o1,-5
O=C(NCc1ccccc1Cl)c1ccc(N2CC3CC(C2)c2cccc(=O)n2C3)c(NS(=O)(=O)c2ccc3c(c2)OCCO3)c1 (configuration not stated),-2
O=C(Nc1cc2cccc([N+](=O)[O-])c2oc1=O)c1ccc(Cl)cc1,2
O=C(CSc1nc(Nc2ccccc2)nc(N2CCOCC2)n1)N1CCCC1,2
CC(C)COC(=O)c1ccc(O)cc1,3
CC(C)(CC(=O)Nc1ccc(Oc2ccccc2)cc1)CC1=NS(=O)(=O)c2ccccc2N1,-8
Brc1ccccc1OCc1nc2ccccc2[nH]1,-6

# 3 compounds picked at random from the list so far:
SMILES,14-3-3g Raf
O=C(Nc1cc2cccc([N+](=O)[O-])c2oc1=O)c1ccc(Cl)cc1,2
CCOC(=O)C1CCN(C(=O)COc2ccc(Br)cc2)CC1,1
Cc1ccnc(NC(=O)CCc2nc(-c3ccccc3F)no2)c1,0

# Returning to the listing with the two entries that preceded the break.
SMILES,14-3-3g Raf
CC(C)(CC(=O)Nc1ccc(Oc2ccccc2)cc1)CC1=NS(=O)(=O)c2ccccc2N1,-8
Brc1ccccc1OCc1nc2ccccc2[nH]1,-6
Cc1cccc(N=Cc2c(C)c(C#N)c3[nH]c4ccccc4n3c2=O)c1C,-25
CC1CCN(S(=O)(=O)c2ccc(C(=O)Nc3nnc(-c4cccs4)o3)cc2)CC1,-12
CC(=O)OC1(C(F)(F)F)Oc2ccccc2NC1=O (configuration not stated),22
O=c1cc[nH]c2c(C(F)(F)F)cccc12,-4&-8
CC(C)(C)NC(=O)C(c1ccco1)N(C(=O)Cn1nnc(-c2ccc(F)cc2)n1)c1ccccc1F (configuration not stated),-3
CCCN(C(=O)C1c2cc(OC)c(OC)cc2C(=O)N(C)C1c1ccc(OC)cc1)c1cccc(C)c1 (configuration not stated),2
O=c1c2c3nc4ccccc4nc3n(CC3CCCO3)c2ncn1CCc1ccccc1 (configuration not stated),-5
CC1=C(C(N)=O)C(c2sccc2C)n2ncnc2N1 (configuration not stated),-7
Cc1ccc(S(=O)(=O)N2CCCC(C(=O)NCc3ccccn3)C2)cc1 (configuration not stated),-1
COc1ccccc1C=Cc1nc2cc(Cl)ccc2c(=O)o1,1
C=CCn1c(Cc2nc3ccccc3[nH]2)n[nH]c1=S,2&4
Cc1nc2nc[nH]n2c(=O)c1NC(=O)CCc1ccccc1,-10
COc1ccccc1NC(=O)CSc1nc2ccc(NC(=O)c3ccccc3)cc2s1,-5
O=C1CC(C(=O)Nc2ccc(C(=O)N3CCOCC3)cc2)C2(CCCCC2)O1 (configuration not stated),1
COCCn1cc(C(=O)N2CCC(C(N)=O)CC2)c2c3ccccc3n(C)c2c1=O,-2
CC(C)(C)c1csc(NC(=O)c2cccnc2)n1,-1
CC(=O)Nc1ccc(S(=O)(=O)N2CCN(Cc3ccncc3)CC2)cc1,5
CCOc1ccc2cc(C3CC(c4ccc(C)cc4)=NN3S(=O)(=O)c3ccccc3)c(Cl)nc2c1 (configuration not stated),-158
NS(=O)(=O)c1ccc(CCNC(=O)c2cncc(Br)c2)cc1,-2
N#Cc1nc(-c2ccccc2Cl)oc1NCC1CCCO1 (configuration not stated),2
CC(=O)[C@H]1[C@H](C#N)C[C@H]2[C@@H]3CC=C4C[C@@H](O)CC[C@]4(C)[C@H]3CC[C@@]21C,5
COc1cccc(-c2nc(CS(=O)(=O)CC(=O)Nc3c(C)cccc3C)c(C)o2)c1,-1
O=S(=O)(/N=C(\c1ccccc1)N1CCOCC1)c1cccs1,2
CC(=O)c1cccc(Nc2ncnc3ccc(C)cc23)c1,-11
O=C(O)CCCNC(=O)c1cccnc1,-5
# (further entries)
SMILES,14-3-3g Raf
CCc1cc(C(=O)Cc2csc(C)n2)c(O)cc1O,-10
CCn1c2ccccc2c2cc(C=Nc3ccc(O)cc3)ccc21,29
N#Cc1nc(COc2ccc(F)cc2)oc1NCCN1CCOCC1,-4&-8
CCN(C(=O)COc1ncnc2ccc(Br)cc12)C1CCS(=O)(=O)C1 (configuration not stated),3
C=CCOC(=O)C1=C(C)N(CC)C(=O)NC1c1cc(Br)c(O)c(OC)c1 (configuration not stated),-8
O=C(CN1N=C(c2ccc(Cl)cc2)CCC1=O)NCc1ccc(F)cc1,-6
Cc1cccc2c(C(=O)OCC(=O)c3cccc([N+](=O)[O-])c3)cc(-c3ccccc3)nc12,1
O=C(O)CCC(=O)N1N=C(c2c(-c3ccccc3)c3cc(Cl)ccc3[nH]c2=O)CC1c1ccc(Br)cc1 (configuration not stated),-1
CCC1Oc2ccc(C)cc2N(CC(=O)NCc2ccccc2)C1=O (configuration not stated),1
Cc1cc(C)nc(N2CCCC(C(=O)NC(C)CCc3ccco3)C2)n1 (configuration not stated),-2
COc1ccccc1N=Cc1sc2ccccc2c1S,-16
O=C(c1ccncc1)N(c1ccc2oc3c(c2c1)CCCC3)S(=O)(=O)c1ccc(F)cc1,-13
O=C(NCc1cccs1)c1cnn2c(C(F)(F)F)cc(-c3cccs3)nc12,1
CN(Cc1ccccc1)C(=O)C1c2ccccc2C(=O)N2CCc3ccccc3C12 (configuration not stated),7
CC(C)(C)c1ccc(-c2nc3cc(NC(=O)c4ccc5c(c4)OCCO5)ccc3o2)cc1,-13
Cc1cccc(NC(=O)c2cc3cc([N+](=O)[O-])ccc3oc2=O)c1,2
O=C(Oc1cccc2cccnc12)c1ccccc1F,-3

# An excerpt; rates above refer to the full screens.
